ASAP1 inh: ASAP1 ArfGAP inhibition; ASAP1-stimulated ARF1 GTP hydrolysis, GDP FP detection; inhibition, % at 16.5 µM; 360,000 tested, 0.19% active; AID 624377; in the data active = inhibition above about 25%;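 also: 0% = vehicle with enzyme and substrate and 100% = no enzyme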
ADAM10 inh: ADAM10 inhibition, QFRET primary screen; O14672; recombinant ADAM10, EDANS/DABCYL FRET peptide cleavage, 3 h; inhibition, % at 7 µM; 370,000 tested, 0.62% active;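 active = inhibition above a per-campaign cutoff equal to the mean of compounds falling between control-based bounds plus 3 SD, cut at about 20% in these data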;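 also: 0% = DMSO wells while the 100% control is not disclosed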
SIAE primary: human SIAE inhibition, primary screen | Q9HAT2 | 370,000 tested, 0.69% active | inhibition, % at 9.66 µM | SIAE FP-Rh probe binding, fluorescence polarization;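 active = inhibition above a cutoff: mean of compounds within the control limits plus 3 SD of those, cut at about 17% in these data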;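 also: 0% = plate median of compound wells and 100% = probe without SIAE protein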
PLCb3 inh: PLC-beta3 (human) inhibition, primary screen. Q01970. Purified PLC-beta3, fluorogenic substrate, fluorescence. inhibition, % at 12.2 µM. 370,000 tested, 0.18% active; in the data active = inhibition above about 11%;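 also: 0% = median of compound wells on plate and 100% = full blocker control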
Tn7 DDE FP: disrupts Tn7 cyclic peptide binding to fibrin D-Dimer-E complex; P02675; FP displacement of FITC-Tn7 peptide from fibrin DD(E); 0% = median of compound wells per plate; inhibition, % at 8.3 µM; 370,000 tested, 0.13% active; AID 720508;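 active = inhibition above the mean of compounds falling within the control limits plus 3 SD of them, cut at about 14% in these data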;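 also: 0% = plate median of compound wells and 100% = 10 µM Aha-Tn7 peptide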
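Assay system: Human fibrin DD(E) protein | Medium: Tris buffer with calcium and detergent, pH 7.8 | Reagent: 0.1 µM fluorescent Tn7 | Compound dosing: Single point at 8.3 µM | Times: 10 min preincubation, 3 h with tracer, room temperature | Detection: Fluorescence polarization of the labelled Tn7 tracer | Controls: Aha-Tn7 high control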
ARFGAP1 inhibitor: inhibitors of rat ARFGAP1. inhibition, % at 16.5 µM. Arfgap1-stimulated ARF1 GTP hydrolysis, GDP FP detection. 360,000 tested, 0.26% active. AID 651572;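 active = inhibition above a per-plate limit, mean inhibition of low control wells plus 3 SD, cut at about 25% in these data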;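 also: 0% = DMSO wells with enzyme and 100% = wells lacking Arfgap1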
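Material: truncated rat Arfgap1 GAP domain; Incubation: compound-enzyme preincubation 20 min, reaction 120 min, detection 60 min, 25 °C; Read-out: percent inhibition of Arfgap1-stimulated GTP hydrolysis; Technique: FP, GDP Alexa 633 tracer displaced from anti-GDP antibody, 620/688 nm; Controls: No-Arfgap1 wells (100%) versus DMSO full-reaction wells (0%); Replication: single well per compound.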
PLCg1 inh: inhibitors of human phospholipase C gamma1. P19174. purified PLC-gamma1, fluorogenic substrate, fluorescence. inhibition, % at 12.2 µM. 370,000 tested, 0.84% active. AID 720700; in the data active = inhibition above about 9.5%
Tn6 DDE FP: disrupts Tn6 cyclic peptide binding to fibrin D-Dimer-E complex; P02675; Fibrin DD(E) TRITC-Tn6 fluorescence polarization displacement; inhibition, % at 8.3 µM; 370,000 tested, 0.21% active; AID 720509;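 active = inhibition above a per-campaign cutoff: mean of compounds within control limits plus 3 SD, cut at about 15% in these data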;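 also: 0% = median of all compound wells on the plate and 100% = blocking peptide control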
TDP2 inh: blocks human TDP2 phosphodiesterase activity. O95551. recombinant TDP2, T5PNP hydrolysis, p-nitrophenol absorbance 415 nm. inhibition, % at 12.8 µM. 370,000 tested, 0.34% active. AID 720702;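 active = inhibition above the mean of all tested compounds plus 3 SD, set per campaign, cut at about 25% in these data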;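 also: 0% = DMSO with enzyme and 100% = buffer with substrate but no TDP2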
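test system = human TDP2 enzyme | input = TDP2 enzyme at 120 nM final | medium = 50 mM Tris-HCl pH 7.5 with Mg2+, KCl, DTT, BSA | also added = T5PNP substrate, 5 mM | times = 2 h at 37 °C | technique = epi absorbance | benchmarks = high control without enzyme, low control DMSO plus TDP2 | replication = each compound tested once, singlicate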
ADAM17 inh: ADAM17 inhibition, QFRET primary screen | P78536 | recombinant ADAM17, EDANS/DABCYL FRET peptide cleavage | inhibition, % at 6.95 µM | 370,000 tested, 0.83% active | AID 720648;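 active = inhibition above the mean of compounds lying between control limits plus 3 SD, set per campaign, cut at about 8.5% in these data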;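 also: 0% = DMSO-only wells as the low control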
Starred values were filed as active, the others as inactive.

entry	SMILES	ASAP1 inh	ADAM10 inh	SIAE primary	PLCb3 inh	Tn7 DDE FP
1	Cc1ccc(-n2nc3c(c2NC(=O)c2ccco2)CS(=O)C3)cc1 (stereo not drawn)	25*	-7	10	-3	3
2	CC(OC(=O)c1ccc(NC(=O)CC#N)cc1)C(=O)Nc1ccc(Oc2ccccc2)cc1 (stereo not drawn)	5	-3	-92	-12	0
3	O=C(C1CCN(Cc2ccc(OCc3ccccc3)cc2)CC1)N1CCCC1	-2	1	-4	3	9
4	O=C(Nc1ccc(Cl)cc1)N1CCSc2ccccc21	-1	10	-1	5	-5
5	CCc1cc(CNC(=O)C2CCC(=O)N(CCc3cccc(F)c3)C2)on1 (stereo not drawn)	7	-1	-3	-3	-7
6	NC(=S)Nc1cccc(O)c1	5	-1	3	-7	-9
7	CCC(=O)c1ccc(N2CCN(C(=O)COc3ccc(F)cc3)CC2)c(F)c1	-4	4	-5	0	10
8	CC(C)N(C)Cc1nnnn1CC(=O)N(C)Cc1cccc(Cl)c1	-13	-2	8	0	-3

entry	ARFGAP1 inhibitor	PLCg1 inh	Tn6 DDE FP	TDP2 inh	ADAM17 inh
1	-8	2	-5	13	-2
2	-27	-8	-4	10	2
3	-5	0	6	0	-2
4	5	2	1	-12	2
5	13	2	-2	-1	0
6	-7	0	-10	3	-4
7	0	-1	1	4	1
8	4	1	2	6	-1

Fetched one by one from the entries so far (two):
entry	SMILES	ASAP1 inh	ADAM10 inh	SIAE primary	PLCb3 inh	Tn7 DDE FP
6	NC(=S)Nc1cccc(O)c1	5	-1	3	-7	-9
5	CCc1cc(CNC(=O)C2CCC(=O)N(CCc3cccc(F)c3)C2)on1 (stereo not drawn)	7	-1	-3	-3	-7

entry	ARFGAP1 inhibitor	PLCg1 inh	Tn6 DDE FP	TDP2 inh	ADAM17 inh
6	-7	0	-10	3	-4
5	13	2	-2	-1	0

Back to the main list, repeating the 7 entries before the break.
entry	SMILES	ASAP1 inh	ADAM10 inh	SIAE primary	PLCb3 inh	Tn7 DDE FP
2	CC(OC(=O)c1ccc(NC(=O)CC#N)cc1)C(=O)Nc1ccc(Oc2ccccc2)cc1 (stereo not drawn)	5	-3	-92	-12	0
3	O=C(C1CCN(Cc2ccc(OCc3ccccc3)cc2)CC1)N1CCCC1	-2	1	-4	3	9
4	O=C(Nc1ccc(Cl)cc1)N1CCSc2ccccc21	-1	10	-1	5	-5
5	CCc1cc(CNC(=O)C2CCC(=O)N(CCc3cccc(F)c3)C2)on1 (stereo not drawn)	7	-1	-3	-3	-7
6	NC(=S)Nc1cccc(O)c1	5	-1	3	-7	-9
7	CCC(=O)c1ccc(N2CCN(C(=O)COc3ccc(F)cc3)CC2)c(F)c1	-4	4	-5	0	10
8	CC(C)N(C)Cc1nnnn1CC(=O)N(C)Cc1cccc(Cl)c1	-13	-2	8	0	-3
9	O=C(NC1=NCCS1)c1cc2ccccc2o1	-8	-1	2	5	2
10	COc1ccc(S(=O)(=O)N(C(=O)c2ccncc2)c2ccc(OC(=O)c3ccncc3)cc2)cc1	-11	7	2	1	1
11	Cc1ccc(-n2c(-c3cccc(C)c3)n[nH]c2=S)cc1	-7	-1	8	0	3
12	Clc1ccccc1Nc1nc(-c2ccncc2)nc2ccccc12	-6	0	-3	-49	-3
13	COCCNC(=O)C1(C)Cc2c(-c3ccc(NC(C)=O)cc3)ccnc2O1 (stereo not drawn)	-11	1	-3	3	0
14	O=C(COc1ccccc1Cl)Nc1ccccc1C(=O)NC1CC1	6	-5	-1	-10	7
15	CCc1nc2c(OCC(=O)N(C)C)cccn2c1N(C=O)Cc1ccc(OC)cc1	-10	-21	3	-10	0
16	COC(=O)c1c(SCC(=O)Nc2ccc(C)c(C)c2)nc(=O)[nH]c1C	2	1	-2	-7	5

entry	ARFGAP1 inhibitor	PLCg1 inh	Tn6 DDE FP	TDP2 inh	ADAM17 inh
2	-27	-8	-4	10	2
3	-5	0	6	0	-2
4	5	2	1	-12	2
5	13	2	-2	-1	0
6	-7	0	-10	3	-4
7	0	-1	1	4	1
8	4	1	2	6	-1
9	2	1	9	1	1
10	8	4	0	-15	3
11	-3	-1	-3	3	0
12	-5	-36	-2	-7	2
13	5	5	-4	-17	-6
14	1	-4	-1	17	-1
15	7	-3	-5	1	-8
16	0	1	6	-8	1

entry	SMILES	ASAP1 inh	ADAM10 inh	SIAE primary	PLCb3 inh	Tn7 DDE FP
17	CC(=O)c1ccc([C@H]2C[C@@]34CN(C(=O)OC(C)(C)C)S(=O)(=O)[C@H]3C[C@H]2O4)cc1	3	1	3	1	0
18	CCOC(=O)N1CCN(c2ccc3nnnn3n2)CC1	-4	-1	-1	1	0
19	Cc1cc(C(=O)Nc2ccc3nc(C)sc3c2)c2ccccc2n1	3	6	-6	-6	-8
20	C=C1CCN(c2ccc(C(=O)NCc3ccccc3)cc2[N+](=O)[O-])CC1	-4	9	1	-1	0
21	CCOC(=O)CC1C(=O)NCCN1C(=O)c1ccc(Cl)c(Cl)c1 (stereo not drawn)	5	0	3	-3	4
22	O=C(CN1C(=O)S/C(=C\c2ccc(-c3cc(C(=O)O)ccc3Cl)o2)C1=O)Nc1ccc2c(c1)OCO2	14	-1	-18	-24	-1
23	CC(=O)c1cc2c(cc1NC(=O)Cc1c(C)noc1C)OCO2	3	-88	1	-71	-6
24	CC1(C)Cc2c(sc3nc[nH]c(=O)c23)CO1	0	-9	-4	5	-2

entry	ARFGAP1 inhibitor	PLCg1 inh	Tn6 DDE FP	TDP2 inh	ADAM17 inh
17	5	0	-1	16	-2
18	-8	1	-4	3	-2
19	-3	4	-1	-14	2
20	2	5	-4	-9	5
21	-7	1	5	14	-4
22	-1	-4	-4	-17	0
23	8	-47	1	-1	-18
24	7	8	-4	-7	-4

Screening results deposited in PubChem BioAssay by The Scripps Research Institute Molecular Screening Center.
